Bioassay records as filed in PubChem.
SNCA viab count: GF-AFC viability counterscreen for inhibitors of alpha-synuclein gene (SNCA) expression; HEK-293-SNCA-luc viability, GF-AFC fluorescence, 24 h; Potency, µM (top dose mostly 57.1 µM), inactives show top-dose activity change, negative = cytotoxicity, most hits filed as cytotoxic; 0.12% of 150,000 active; AID 1671193, 2021;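 also: potency is read from the fitted curve at half-maximal effect; 0% = DMSO-treated cells and -100% = medium-only wells without cells; nearly all actives have a fitted effect of over 30% in size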
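HEK-293-SNCA-luc cells (1500/well) plated 24 h, then exposed 24 h to a dilution series; GF-AFC added 30 min at 37C, fluorescence 405/540 nm; normalised to medium-only and DMSO wells, Hill fit.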
3T3 cytotox: Cytotoxic Profiling in NIH 3T3 Cell Line of Diverse Libraries Using Quantitative High-Throughput Screening | NIH 3T3 viability, CellTiter-Glo ATP luminescence, 48-72 h | Potency, µM (titrated, usually from 96.7 µM), without a hit: at the top dose activity change, negative = cytotoxicity, actives largely listed as inhibitors | 4.3% of 94,000 active | AID 1345082, 2018; also: potency is read from the fitted curve at half-maximal effect; nearly all actives have a fitted effect of over 55% in size
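Cytotoxicity is measured as loss of cellular ATP: NIH 3T3 cells (400/well) are exposed to compound for 48 or 72 hr at 37 °C, then CellTiter-Glo luminescence is imaged after 10 min at room temperature.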
FLuc inh: Firefly luciferase inhibition profiling of diverse chemical library using quantitative high-throughput screening | Luciferin 4-monooxygenase (Photinus pyralis), P08659 | purified P. pyralis luciferase, luminescence, biochemical | Potency, µM (series often up to 115 µM), for inactives: at the highest dose activity change, negative = inhibition, hits mostly inhibitors | 2.5% of 76,000 active; also: potency is read from the fitted curve at half-maximal effect; nearly all actives have a fitted effect of over 65% in size
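Luminescence read by CCD imager after adding enzyme (10nM final) to wells holding compound, titrated in qHTS. Substrates 10uM each D-luciferin and ATP; buffer 50mM Tris acetate pH 7.5, 10mM Mg acetate, Tween-20, BSA.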
SNCA expr inhib: Primary qHTS assay for inhibitors of alpha-synuclein gene (SNCA) expression; Potency, µM (highest dose often 57.2 µM), without a hit: at the highest dose activity change, negative = inhibition, hits mostly inhibitors; AID 1671194, 2021; 0.17% of 140,000 active; HEK-293 SNCA-luciferase knock-in, luminescence, 24 h;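 also: potency is read from the fitted curve at half-maximal effect; plate controls were DMSO cells for no effect and cell-free wells for full effect; nearly all actives have a fitted effect of over 45% in size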
GPT2 inhibitor: Primary qHTS assay for inhibitors of Glutamate pyruvate transaminase 2 (GPT2); Recombinant GPT2, coupled pyruvate oxidase/HRP Amplex Red fluorescence; Potency, µM (titrated, usually from 57.7 µM), inactives show at the top dose activity change, negative = inhibition, usual class: inhibitors; 0.25% of 100,000 active; also: potency is read from the fitted curve at half-maximal effect; nearly all actives have a fitted effect of over 60% in size; many of its hits are not listed in these tables
Target sequence (Q8TD30 whole entry, looked up): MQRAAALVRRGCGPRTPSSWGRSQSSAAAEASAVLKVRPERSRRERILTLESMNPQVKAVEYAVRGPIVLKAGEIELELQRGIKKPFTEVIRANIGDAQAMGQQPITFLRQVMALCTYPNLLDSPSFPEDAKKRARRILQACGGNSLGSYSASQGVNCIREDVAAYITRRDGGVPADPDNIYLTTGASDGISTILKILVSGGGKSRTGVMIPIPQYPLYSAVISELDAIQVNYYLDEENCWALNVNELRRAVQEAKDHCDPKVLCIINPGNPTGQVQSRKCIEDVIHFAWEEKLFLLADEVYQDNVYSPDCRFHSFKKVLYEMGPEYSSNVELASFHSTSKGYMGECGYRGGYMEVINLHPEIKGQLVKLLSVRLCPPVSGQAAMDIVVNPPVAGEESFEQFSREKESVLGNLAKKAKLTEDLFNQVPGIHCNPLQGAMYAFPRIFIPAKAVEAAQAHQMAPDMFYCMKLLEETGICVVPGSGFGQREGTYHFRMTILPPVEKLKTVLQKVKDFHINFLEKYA
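Fluorescence of coupled pyruvate oxidase/HRP/Amplex Red system (50uM Amplex, 30 min, dark) reports pyruvate formed by GPT2. Enzyme reaction: 10ng/uL GPT2, 2mM L-alanine, 250uM a-KG, 30 min room temperature, pH 7.5; 50uM AOA control.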
HEK cytotox: Cytotoxic Profiling in HEK 293 Cell Line of Diverse Libraries Using Quantitative High-Throughput Screening | HEK 293 viability, ATP luminescence (CellTiter-Glo), 48-72 h | 6.6% of 94,000 active | Potency, µM (titrated, usually from 115 µM), for the others: top-dose activity change, negative = cytotoxicity, hits mostly inhibitors; also: potency is read from the fitted curve at half-maximal effect; nearly all actives have a fitted effect of over 60% in size
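HEK 293 cells at 250 cells/well were exposed to compounds by pintool transfer for 48 or 72 hr at 37 degree Celsius, 5% CO2. Viability was read as ATP-coupled luminescence with CellTiter-Glo after 10 min at room temperature.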
IP6K1 inh: Primary qHTS assay for small molecule inhibitors of Inositol hexaphosphate kinase 1 (IP6K1). AID 1645851, 2021. 0.81% of 140,000 active. Inositol hexakisphosphate kinase 1 (Homo sapiens), Q92551. activity change, % (series mostly up to about 58 µM). IP6K1 kinase, ADP-Glo luminescence, 2 h; stronger effect = lower value; in the data active = activity change below about -25%
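ADP-Glo luminescence measures ADP made by human IP6K1 during a 2 h RT reaction with ATP/IP6 (mix at 1.3 mM/130 uM); top library doses 57.5 and 19.1 uM final.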
The depositor's hits bear a star; i = inactive; ? = inconclusive; / = no result given; [ ] = remark or other dose. Unless noted, calls follow the shape of the dose curve; as a rule, active = well fitted curve in the direction sought with a large enough effect; inconclusive = small, poorly fitted or top-dose-only effect, or another doubt; inactive = no such curve, though single readings can be large; an effect the other way counts as inactive or inconclusive. Unless noted, % is scaled to controls: 0 for no effect and ±100 for the full control effect. This is a subset; rates above refer to the full screens.

1) COc1cccc(-c2cn3c(n2)sc2cc(C(=O)NCc4cccs4)ccc23)c1
2) COc1ccccc1NC(=O)C(Cc1ccccc1)NS(=O)(=O)c1ccc2c(c1)c(=O)n(C)c(=O)n2C (centres undefined)
3) CCC(C)NC(=O)c1c(C)oc2ncn(CC(C)C)c(=O)c12 (centres undefined)
4) CC(C)c1ccc(CN2CC(CNC(=O)C3CCOCC3)C3(C2)CN(c2ccccc2)C3)cc1 (centres undefined)
5) CCOC(=O)c1c(NC(=O)c2cc(-c3ccc(Br)cc3)on2)sc(C(C)=O)c1C

| entry no. | 1 | 2 | 3 | 4 | 5 |
| --- | --- | --- | --- | --- | --- |
| SNCA viab count | 0.8% | -1.9% | 0.3% | -7.6% | -2.5% |
| 3T3 cytotox | / | / | / | ? | / |
| FLuc inh | / | / | / | -8.4% | / |
| SNCA expr inhib | 220.0%[activator] | 1.5% | 8.7% | 1.2% | -5.7% |
| GPT2 inhibitor | / | / | / | -0.1% | / |
| HEK cytotox | / | / | / | ? | / |
| IP6K1 inh | -10.0 | 1.4 | 9.7 | 1.5 | 54.1 |

A different layout for 4 compounds above.
1	COc1cccc(-c2cn3c(n2)sc2cc(C(=O)NCc4cccs4)ccc23)c1
  SNCA viab count: 0.8%; 3T3 cytotox: /; FLuc inh: /; SNCA expr inhib: 220.0%[activator]; GPT2 inhibitor: /; HEK cytotox: /; IP6K1 inh: -10.0
5	CCOC(=O)c1c(NC(=O)c2cc(-c3ccc(Br)cc3)on2)sc(C(C)=O)c1C
  SNCA viab count: -2.5%; 3T3 cytotox: /; FLuc inh: /; SNCA expr inhib: -5.7%; GPT2 inhibitor: /; HEK cytotox: /; IP6K1 inh: 54.1
4	CC(C)c1ccc(CN2CC(CNC(=O)C3CCOCC3)C3(C2)CN(c2ccccc2)C3)cc1 (centres undefined)
  SNCA viab count: -7.6%; 3T3 cytotox: ?; FLuc inh: -8.4%; SNCA expr inhib: 1.2%; GPT2 inhibitor: -0.1%; HEK cytotox: ?; IP6K1 inh: 1.5
2	COc1ccccc1NC(=O)C(Cc1ccccc1)NS(=O)(=O)c1ccc2c(c1)c(=O)n(C)c(=O)n2C (centres undefined)
  SNCA viab count: -1.9%; 3T3 cytotox: /; FLuc inh: /; SNCA expr inhib: 1.5%; GPT2 inhibitor: /; HEK cytotox: /; IP6K1 inh: 1.4

(next part)
6) COC(=O)CNC(=O)N1CCC2(CC1)CC(Cc1ccc(OC)cc1)CCO2 (centres undefined)
7) CN1CCN(c2cc(-c3ccc(F)cc3C(F)(F)F)nc(N)n2)CC1
8) Cc1ccccc1-c1noc(-c2ccc(N3CCC(C)CC3)c([N+](=O)[O-])c2)n1
9) CC(=O)c1c(C)nn(CC(=O)NCc2c(C)ncc3c2CCNC3)c1C
10) Cc1ccc(NC(=O)CN2C(=O)NC3(CCC(C)CC3)C2=O)cc1Cl (centres undefined)

| entry no. | 6 | 7 | 8 | 9 | 10 |
| --- | --- | --- | --- | --- | --- |
| SNCA viab count | -15.5% | -4.5% | -6.0% | 3.4% | -20.0% |
| 3T3 cytotox | -26.9% | i | / | -4.9% | -29.4% |
| FLuc inh | -1.4% | -0.6% | / | 5.3% | -0.6% |
| SNCA expr inhib | -22.1% | ? | 20.6% | -8.5% | -15.0% |
| GPT2 inhibitor | -16.3% | 2.6% | / | -5.1% | 3.4% |
| HEK cytotox | -23.5% | i | / | -0.3% | ? |
| IP6K1 inh | 11.3 | -7.0 | 1.4 | 6.4 | 8.3 |

New compounds follow:
| nr | mol | SNCA viab count | 3T3 cytotox | FLuc inh | SNCA expr inhib | GPT2 inhibitor | HEK cytotox | IP6K1 inh |
| --- | --- | --- | --- | --- | --- | --- | --- | --- |
| 11 | Cc1ccc(CNC(=O)c2cc3c(=O)n4cccc(C)c4nc3s2)cc1 | 5.8% | / | / | -29.2% | / | / | 15.7 |
| 12 | COc1ccccc1NC(=O)c1cn(-c2ccccc2)nc1-c1ccccc1 | -1.8% | / | / | 12.8% | / | / | 10.4 |
| 13 | CCOc1ccc(-c2nc(SCC(=O)Nc3ccc4c(c3)OCCO4)c(-c3ccc(F)cc3)[nH]2)cc1 | -4.8% | / | / | 45.1%[activator] | / | / | -16.3 |
| 14 | COc1cccc(-c2noc(NCc3cccc(Cl)c3)n2)c1OC | -1.0% | ? | 0.0% | 36.6% | i | 79.4µM* | 3.3 |
| 15 | CCn1cnnc1-c1nn(C)c2c1CNCC2 | -3.2% | i | 8.2% | ? | -1.2% | 3.9% | 12.0 |
| 16 | CN1CCN(Cc2nc(C3(O)CCN(C(=O)C4CCCCC4)CC3)cs2)CC1 | -0.2%[87.6 µM] | -0.4%[174 µM] | -0.7%[172 µM] | 0.8%[87.6 µM] | i | -0.8%[172 µM] | 3.1 |
| 17 | COc1ccc(C(=O)N2CCOC[C@H](Oc3ccc(C(F)(F)F)cn3)C2)cc1 | -8.4%[87.6 µM] | -26.2%[138 µM] | -6.6%[172 µM] | -23.9%[87.6 µM] | 3.7%[88.5 µM] | i | 18.8 |
| 18 | O=C(c1ccoc1)N1CCN(C(=O)c2nnn3c2COC(c2ccccc2)C3)CC1 (centres undefined) | 8.7% | -17.1% | -7.8% | -16.9% | 0.3% | -23.9% | -5.1 |
| 19 | COc1ccc(S(=O)(=O)NCCCO)cc1-c1nnc2c3ccccc3c(C)nn12 | 3.5% | / | / | 29.9% | / | / | 35.0 |
| 20 | CC(C)NC(=O)C[C@@H]1C[C@H]2O[C@H](CNC(=O)NC3CCC3)[C@@H](O)[C@H]2O1 | 16.2%[87.6 µM] | -6.6%[174 µM] | -9.3%[172 µM] | -15.1%[87.6 µM] | ? | 0.4%[172 µM] | -2.6 |
| 21 | Cc1cccc(Cn2c(CN3CCCC(C)C3)nc3c2c(=O)n(C)c(=O)n3C)c1 (centres undefined) | 1.5% | / | / | 22.0% | / | / | 36.1 |
| 22 | CCCCNS(=O)(=O)c1ccc2nc(-c3cccnc3)cc(C(=O)NCCOC)c2c1 | -7.4% | / | / | 6.2% | / | / | 2.8 |
| 23 | CCOC(=O)Cn1c(=O)n(CC2CCCO2)c2nc(-c3ccc(C)cc3)nc(C(N)=O)c21 (centres undefined) | -14.5% | / | / | 13.4% | / | / | 31.9 |
